C diff growth: inhibitors of Clostridium difficile growth | growth activity, negative = inhibition, % at 16 µg/mL (by protocol) | Clostridium difficile clinical isolate growth, OD600, 24 h; active compounds read low | AID 1259249 | hit rate 0.25% among 86,000;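 active means mean growth activity at or below -80% and every replicate also at or below -80%; inconclusive means mean at or below -80% but some replicate above -80%; inactive means mean growth activity above -80%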;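 further: 0% = DMSO wells and -100% = levofloxacin 16 µg/mL wells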
KDM4C inh: blocks human GASC-1 (KDM4C) demethylase activity; Q9H3R0; GST-KDM4C 2-372, H3K9me3 peptide, LANCE TR-FRET; inhibition, % at 12.5 µM; hit rate 0.15% among 96,000; AID 720574;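 active means mean replicate inhibition above about 25%, with at least 55% of replicates also reaching it, limit read from the data, passing the limit was not always enough; inconclusive means only one of those two conditions met; inactive means neither condition met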
Target sequence (Q9H3R0 2-372 limits assumed): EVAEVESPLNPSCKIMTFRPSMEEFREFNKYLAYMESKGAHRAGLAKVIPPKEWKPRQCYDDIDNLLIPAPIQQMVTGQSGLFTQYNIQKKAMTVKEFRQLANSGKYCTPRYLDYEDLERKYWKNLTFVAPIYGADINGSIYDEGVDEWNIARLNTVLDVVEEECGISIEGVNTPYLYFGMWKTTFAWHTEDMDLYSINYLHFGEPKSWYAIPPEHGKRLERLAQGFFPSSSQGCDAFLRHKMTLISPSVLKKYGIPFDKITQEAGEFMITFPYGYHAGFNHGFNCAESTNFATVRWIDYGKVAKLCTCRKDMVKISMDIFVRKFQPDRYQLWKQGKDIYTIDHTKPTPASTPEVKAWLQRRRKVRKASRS
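reagent = H3K9me3 peptide substrate, Fe(II), 2-oxoglutarate | system = GST-tagged GASC-1 (JMJD2C) catalytic fragment, aa 2-372 | amount = enzyme final amount 10 nM | read-out = Fall in 671/618 emission ratio as inhibition | medium = HEPES buffer, pH 7.5, plus ascorbate | schedule = 30 min reaction, 60 min detection, RT | measured by = LANCE TR-FRET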
Pf Dd2 inh: inhibitors of Plasmodium falciparum Dd2 growth. P. falciparum Dd2 growth, SYBR Green, 72 h; active compounds read low. activity change, % at 10 µM. hit rate 2.3% among 94,000. AID 1159554; in the data active means activity change below about -80%; inconclusive means no clear call, values can overlap the other calls
T cruzi growth: inhibitors of T. cruzi proliferation; hit rate 5.9% among 77,000; T. cruzi beta-gal in NIH3T3, GalScreen luminescence, 90 h; inhibition, % at 8.34 µM; AID 624255;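 active means mean inhibition above about 93%, with at least 55% of replicates each passing it, limit read from the data, passing the limit was not always enough; inconclusive means only one of those two conditions holds; inactive means neither condition holds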
Numbers without * were called inactive; & = joins results of further samples.

`C[C@@H]1CN([C@@H](C)CO)C(=O)CCCn2cc(nn2)CO[C@@H]1CN(C)S(=O)(=O)c1ccc(F)cc1` gave KDM4C inh -0.3, Pf Dd2 inh -31.0 and T cruzi growth 12.6.
Cc1ccc(-c2ccc([C@@H]3[C@H](CO)N4C(=O)CN(C(=O)c5ccccc5)C[C@@H]34)cc2)cc1 was read as C diff growth -4.0, KDM4C inh 0.8 and Pf Dd2 inh -36.6.
For C[C@H](CO)N1C[C@H](C)[C@@H](CN(C)Cc2ccccc2)OCCCC[C@H](C)Oc2ccc(NS(=O)(=O)c3ccc(Cl)cc3)cc2C1=O the results were C diff growth -9.1, KDM4C inh -1.2, Pf Dd2 inh 19.7 and T cruzi growth 67.8.
`C[C@@H]1CN([C@H](C)CO)S(=O)(=O)c2ccc(-c3ccncc3)cc2O[C@H]1CN(C)C(=O)C1CCCCC1` gave C diff growth 5.3, KDM4C inh -2.1, Pf Dd2 inh -15.2 and T cruzi growth 47.4.
Screening O=C(C[C@H]1CC[C@@H]2[C@H](COC[C@@H](O)CN2S(=O)(=O)c2ccc(Cl)cc2)O1)NCc1ccncn1 returned C diff growth 6.8&2.0, KDM4C inh -3.2, Pf Dd2 inh -15.5 and T cruzi growth -59.6.
COc1ccc(S(=O)(=O)Nc2ccc3c(c2)C(=O)N([C@@H](C)CO)C[C@H](C)[C@@H](CN(C)S(=O)(=O)c2ccc(F)cc2)OCCCC[C@@H](C)O3)cc1 was read as C diff growth 6.6, KDM4C inh 1.9, Pf Dd2 inh -75.2 and T cruzi growth 71.8.
O=C(c1ccc2c(c1)OCO2)N1CC[C@@H]2[C@@H](CO)Nc3ccc(-c4ccc(F)cc4)cc3[C@@H]21 was read as C diff growth -15.2, KDM4C inh -0.5, Pf Dd2 inh -13.4 and T cruzi growth 10.7.
Screening C[C@@H]1CCCCO[C@@H](CN(C)C(=O)Nc2ccc(C(F)(F)F)cc2)[C@H](C)CN([C@@H](C)CO)C(=O)c2cc(NS(=O)(=O)c3ccc(F)cc3)ccc2O1 returned C diff growth 0.2, KDM4C inh -0.6, Pf Dd2 inh -5.8 and T cruzi growth 84.3.
CN(C)C(=O)[C@H]1[C@H](CO)[C@H]2Cn3c(ccc(-c4ccccc4)c3=O)[C@H]2N1Cc1ccccc1F was read as C diff growth -3.7, KDM4C inh 1.9, Pf Dd2 inh -2.4 and T cruzi growth 15.8.
For COCC(=O)N1C[C@@H](C)[C@@H](OC)CN(C)C(=O)c2ccc(NC(=O)c3ccccc3)cc2OC[C@@H]1C the results were C diff growth -2.2, KDM4C inh -0.3, Pf Dd2 inh -14.7 and T cruzi growth -23.9.
C[C@H](CO)N1C[C@H](C)[C@H](CN(C)Cc2ccccc2)OCCCC[C@H](C)Oc2ccc(NC(=O)Nc3ccc4c(c3)OCO4)cc2C1=O was read as C diff growth -2.6, KDM4C inh 1.3, Pf Dd2 inh 35.2 and T cruzi growth 88.7.
CC(=O)Nc1ccc2c(c1)C(=O)N(C)[C@H]1CC[C@@H](CC(=O)NCC3CC3)O[C@@H]1CO2 was read as C diff growth -5.7, KDM4C inh -1.5, Pf Dd2 inh 10.9 and T cruzi growth -21.0.
Screening Cc1ccc(S(=O)(=O)N[C@H]2CC[C@H](CCn3cc(C4CC4)nn3)O[C@H]2CO)cc1 returned C diff growth 2.2, KDM4C inh -4.7 and Pf Dd2 inh -7.8.
`CN1CCN(C(=O)C[C@H]2C=C[C@H](NC(=O)c3ccc4c(c3)OCO4)[C@@H](CO)O2)CC1` gave C diff growth -1.7, KDM4C inh -0.3, Pf Dd2 inh -6.1 and T cruzi growth 19.9.
CNC[C@H]1OCCCC[C@H](C)Oc2ccc(NC(=O)c3ccncc3)cc2C(=O)N([C@H](C)CO)C[C@@H]1C was read as C diff growth 0.7, KDM4C inh -0.3, Pf Dd2 inh -7.7 and T cruzi growth 37.6.
For C[C@@H]1CCCCO[C@H](CN(C)C(=O)Nc2ccc(C(F)(F)F)cc2)[C@H](C)CN([C@H](C)CO)C(=O)c2cc(NS(=O)(=O)c3cccs3)ccc2O1 the results were C diff growth 12.3, KDM4C inh -0.8, Pf Dd2 inh -84.5* and T cruzi growth 98.3*.
For COc1ccc(NC(=O)N(C)C[C@@H]2Oc3ccc(NC(=O)Nc4ccccc4)cc3C(=O)N([C@H](C)CO)C[C@H]2C)cc1 the results were C diff growth 3.5, KDM4C inh 0.5, Pf Dd2 inh 30.6 and T cruzi growth -19.8.
Screening C[C@H](CO)N1C[C@H](C)[C@@H](CN(C)Cc2cncnc2)Oc2cc(-c3ccccc3)ccc2S1(=O)=O returned C diff growth -1.9, KDM4C inh 1.4, Pf Dd2 inh 5.5 and T cruzi growth 70.6.
CO[C@H]1CN(C)C(=O)c2cc(NC(=O)c3ccccc3F)ccc2OC[C@@H](C)NC[C@H]1C was read as KDM4C inh 1.5, Pf Dd2 inh 31.0 and T cruzi growth 19.5.
For C[C@H]1CN([C@@H](C)CO)C(=O)Cc2cc(NC(=O)Cc3ccccc3)ccc2O[C@@H]1CN(C)Cc1ccccc1 the results were C diff growth -1.2, KDM4C inh 10.2, Pf Dd2 inh -32.5 and T cruzi growth 84.5.
Screening COc1ccc2c3c([nH]c2c1)[C@H](CO)N(C(=O)C1CCC1)CC31CN(C(=O)c2ccncc2)C1 returned C diff growth 5.0, KDM4C inh -0.4 and Pf Dd2 inh 6.9.
For C[C@H](CO)N1C[C@H](C)[C@H](CN(C)C(=O)c2cccc(F)c2)Oc2cc(C#CC3CCCC3)ccc2S1(=O)=O the results were KDM4C inh -1.3, Pf Dd2 inh -65.4 and T cruzi growth 122.6*.
Screening Cc1ccc(S(=O)(=O)Nc2ccc3c(c2)C(=O)N([C@@H](C)CO)C[C@@H](C)[C@H](CN(C)Cc2ccncc2)O3)cc1 returned C diff growth -3.3, KDM4C inh 9.3, Pf Dd2 inh 1.7 and T cruzi growth 5.9.
CCCNC(=O)N1C[C@H](C)[C@H](OC)CN(C)C(=O)c2ccc(NC(=O)CCC)cc2OC[C@@H]1C was read as KDM4C inh 1.0, Pf Dd2 inh 11.3 and T cruzi growth 1.2.
COc1ccc2c3c([nH]c2c1)[C@@H](CO)N(C(=O)C1CC1)CC31CCN(C(=O)c2ccncc2)CC1 was read as C diff growth 2.7, KDM4C inh 0.8 and Pf Dd2 inh -44.5.
CCCC(=O)Nc1ccc2c(c1)OC[C@@H](C)N(Cc1ccncc1)C[C@H](C)[C@@H](OC)CN(C)C2=O was read as C diff growth -0.2, KDM4C inh 1.8, Pf Dd2 inh 3.1 and T cruzi growth 19.6.
Screening CCCNC(=O)C[C@H]1CC[C@@H]2[C@@H](COc3ccc(NC(=O)c4cccs4)cc3C(=O)N2C)O1 returned C diff growth -1.3, KDM4C inh -1.0, Pf Dd2 inh -6.6 and T cruzi growth 4.4.
`COc1ccccc1-c1ccc2c(c1)[C@H]1[C@H](CCN1S(=O)(=O)c1ccccc1OC)[C@@H](CO)N2` gave C diff growth 13.4, KDM4C inh -2.4, Pf Dd2 inh -54.0 and T cruzi growth 5.7.
CC(C)CC#Cc1cnc2c(c1)C(=O)N([C@H](C)CO)C[C@@H](C)[C@H](CN(C)C(=O)CN1CCOCC1)O2 was read as C diff growth 8.0, KDM4C inh 3.0, Pf Dd2 inh 18.8 and T cruzi growth -8.4.
`CC(C)NC(=O)Nc1cccc2c1O[C@@H](CN(C)Cc1ccc(Oc3ccccc3)cc1)[C@@H](C)CN([C@H](C)CO)C2=O` gave C diff growth -3.8, KDM4C inh 5.7, Pf Dd2 inh -8.8 and T cruzi growth 65.5.
Screening C[C@@H]1CN([C@@H](C)CO)C(=O)Cc2cc(NS(=O)(=O)c3ccc(Cl)cc3)ccc2O[C@H]1CN(C)S(=O)(=O)c1cccs1 returned C diff growth -7.8, KDM4C inh 0.5, Pf Dd2 inh -40.7 and T cruzi growth 19.0.
Screening N#C[C@H]1[C@H](c2ccc(C#Cc3ccccc3F)cc2)[C@@H](CO)N1C(=O)c1cccnc1 returned C diff growth -13.4, KDM4C inh -0.5, Pf Dd2 inh -37.6 and T cruzi growth inconclusive.
For C[C@@H]1CN([C@H](C)CO)C(=O)c2cc(NC(=O)Nc3ccc4c(c3)OCO4)ccc2O[C@@H](C)CCCCO[C@H]1CN(C)C(=O)c1ccccc1 the results were C diff growth 1.1, KDM4C inh 1.2, Pf Dd2 inh -26.9 and T cruzi growth 57.6.
For C[C@H](CO)N1C[C@H](C)[C@H](CN(C)C(=O)C2CCC2)Oc2cc(C#CC3CC3)ccc2S1(=O)=O the results were C diff growth 3.0, KDM4C inh 1.2, Pf Dd2 inh -23.5 and T cruzi growth 88.7.
`COc1cccc(C#Cc2ccc3c(c2)O[C@@H](CN(C)C)[C@@H](C)CN([C@H](C)CO)S3(=O)=O)c1` gave C diff growth -2.0, KDM4C inh -2.2, Pf Dd2 inh -61.8 and T cruzi growth -11.7.
`CCC(=O)N(C)C[C@@H]1Oc2cc(-c3ccncc3)ccc2S(=O)(=O)N([C@H](C)CO)C[C@@H]1C` gave C diff growth 0.4, KDM4C inh -3.0, Pf Dd2 inh -9.7 and T cruzi growth 50.1.
Screening O=C(NCC[C@H]1CC[C@H](NC(=O)C2CC2)[C@@H](CO)O1)c1ccc(F)cc1 returned C diff growth 3.2 and KDM4C inh 1.1.
`COc1ccc(S(=O)(=O)Nc2ccc3c(c2)C(=O)N([C@H](C)CO)C[C@@H](C)[C@@H](CN(C)Cc2ccccc2)OCCCC[C@@H](C)O3)cc1` gave C diff growth -1.4, KDM4C inh -0.9, Pf Dd2 inh -56.5 and T cruzi growth 52.9.
C[C@@H]1CN([C@@H](C)CO)C(=O)c2cccc(NS(=O)(=O)c3ccccc3)c2O[C@@H]1CN(C)S(=O)(=O)c1ccc(Cl)cc1 was read as C diff growth 18.7, KDM4C inh 1.0, Pf Dd2 inh -33.0 and T cruzi growth 79.8.
Screening O=C(NCC[C@@H]1CC[C@H](NC(=O)c2ccncc2)[C@H](CO)O1)Nc1ccc(Cl)cc1 returned C diff growth 14.2, KDM4C inh -1.7, Pf Dd2 inh 12.5 and T cruzi growth 101.2*.
COc1ccc(CN(C)C[C@H]2OCCCC[C@H](C)Oc3ccc(NC(=O)Nc4ccc(F)cc4)cc3C(=O)N([C@@H](C)CO)C[C@@H]2C)cc1 was read as C diff growth 7.6, KDM4C inh -0.9, Pf Dd2 inh -24.6 and T cruzi growth 80.9.
CCCN1[C@@H]2c3ccc(-c4cccc(F)c4)c(=O)n3C[C@@H]2[C@@H](CO)[C@@H]1C(=O)N[C@@H](C)c1ccccc1 was read as C diff growth 13.6, KDM4C inh 9.6 and T cruzi growth 93.9.
Cc1noc(C)c1NC(=O)Nc1cccc2c1O[C@@H](CN(C)C(=O)NC(C)C)[C@H](C)CN([C@@H](C)CO)C2=O was read as C diff growth -0.1, KDM4C inh 3.7, Pf Dd2 inh 12.5 and T cruzi growth 17.6.
CN1C(=O)c2cc(NC(=O)c3ccccc3)ccc2OC[C@H]2O[C@H](CC(=O)NC3CCCC3)CC[C@@H]21 was read as C diff growth -4.7, KDM4C inh -1.8, Pf Dd2 inh 9.5 and T cruzi growth -20.0.
Screening Cc1noc(C)c1NC(=O)N(C)C[C@H]1Oc2ccc(NS(=O)(=O)c3c(C)noc3C)cc2C(=O)N([C@H](C)CO)C[C@@H]1C returned C diff growth -3.5, KDM4C inh -0.4 and Pf Dd2 inh 37.3.
COc1ccc(CN(C)C[C@@H]2Oc3ccc(NC(=O)NC(C)C)cc3CC(=O)N([C@@H](C)CO)C[C@@H]2C)cc1 was read as C diff growth 18.8&7.4, KDM4C inh 10.5 and Pf Dd2 inh 5.2.
`C[C@H]1CN([C@@H](C)CO)C(=O)Cc2cc(NC(=O)Cc3ccccc3)ccc2O[C@@H]1CN(C)S(=O)(=O)c1cccs1` gave C diff growth 2.7, KDM4C inh 0.1, Pf Dd2 inh 4.0 and T cruzi growth 39.3.
Screening C[C@H]1CN([C@@H](C)CO)C(=O)c2cccc(NS(=O)(=O)c3ccc(Cl)cc3)c2O[C@@H]1CN(C)S(=O)(=O)c1cccs1 returned C diff growth -4.4, KDM4C inh -0.7, Pf Dd2 inh -15.3 and T cruzi growth 61.5.
Screening CC(=O)NC[C@@H]1[C@H](c2ccc(-c3ccccc3F)cc2)[C@H](CO)N1C(=O)C1CC1 returned C diff growth 1.6, KDM4C inh 0.8, Pf Dd2 inh 5.8 and T cruzi growth 2.6.

Random excerpt: two compounds from above
For COCC(=O)N1C[C@@H](C)[C@@H](OC)CN(C)C(=O)c2ccc(NC(=O)c3ccccc3)cc2OC[C@@H]1C the results were C diff growth -2.2, KDM4C inh -0.3, Pf Dd2 inh -14.7 and T cruzi growth -23.9.
CCCC(=O)Nc1ccc2c(c1)OC[C@@H](C)N(Cc1ccncc1)C[C@H](C)[C@@H](OC)CN(C)C2=O was read as C diff growth -0.2, KDM4C inh 1.8, Pf Dd2 inh 3.1 and T cruzi growth 19.6.
